Compound activity deposited in PubChem by several laboratories.
DSG3 Ab inh = blocks pemphigus antibody binding to human desmoglein-3. DSG3-coupled beads, scFv-anti-DSG3-GFP binding, flow cytometry; stronger effect = lower value. binding (percent of control), % at 10 µM. actives 0.48% (n = 310,000). AID 588358;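 active = binding more than 3 SD below its plate's average and above zero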;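 also: hits lower antibody fragment binding to DSG3; some compounds called inactive have numbers as strong as hits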
PKA-R2B act = activators of human PKA-R2B complex; activation, % at 11.4 µM; actives 0.079% (n = 340,000); P22694+P31323; PKA-R2B holoenzyme dissociation, Cy5-IP20 fluorescence polarization; R2B truncated from residue 108, S112A mutant; 0% DMSO only, 100% 113 µM cGMP;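 active = activation above a cutoff set at the mean over all compounds plus 3 SD, cut at about 18% in these data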;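 also: higher means more holoenzyme dissociation and a rise in polarization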
HTR5A ag = counter-screen for OPRM1-OPRD1 agonists: human HTR5A agonism | actives 0.61% (n = 340,000) | HTR5A agonist assay, luminescence, cell-based | activation, % at 9.3 µM | AID 504692 | P47898; in the data active = activation mostly above about 9.5%, no sharp cut-off; inactive = mostly below about 7.6%;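 also: 0% = cells with vehicle only and 100% = reference agonist; strong numbers were not always called active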
Target sequence (P47898 whole entry, looked up): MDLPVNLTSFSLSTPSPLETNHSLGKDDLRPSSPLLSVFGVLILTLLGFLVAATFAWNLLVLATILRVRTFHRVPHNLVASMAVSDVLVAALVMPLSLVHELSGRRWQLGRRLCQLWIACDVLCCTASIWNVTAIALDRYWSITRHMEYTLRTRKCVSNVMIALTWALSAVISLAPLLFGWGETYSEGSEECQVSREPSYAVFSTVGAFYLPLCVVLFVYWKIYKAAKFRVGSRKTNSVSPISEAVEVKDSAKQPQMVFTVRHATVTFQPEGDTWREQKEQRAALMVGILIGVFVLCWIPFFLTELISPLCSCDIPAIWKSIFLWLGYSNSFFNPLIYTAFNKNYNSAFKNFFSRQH
DAGLB inhibitor = blocks human DAGLB lipase activity | actives 0.059% (n = 340,000) | HEK293T DAGLB membrane lysate, EnzChek fluorogenic substrate | inhibition, % at 5.17 µM | AID 504411; in the data active = inhibition above about 34%;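 also: 0% = enzyme with vehicle and 100% = wells lacking enzyme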
Target sequence (Q8NCG7 whole entry, looked up): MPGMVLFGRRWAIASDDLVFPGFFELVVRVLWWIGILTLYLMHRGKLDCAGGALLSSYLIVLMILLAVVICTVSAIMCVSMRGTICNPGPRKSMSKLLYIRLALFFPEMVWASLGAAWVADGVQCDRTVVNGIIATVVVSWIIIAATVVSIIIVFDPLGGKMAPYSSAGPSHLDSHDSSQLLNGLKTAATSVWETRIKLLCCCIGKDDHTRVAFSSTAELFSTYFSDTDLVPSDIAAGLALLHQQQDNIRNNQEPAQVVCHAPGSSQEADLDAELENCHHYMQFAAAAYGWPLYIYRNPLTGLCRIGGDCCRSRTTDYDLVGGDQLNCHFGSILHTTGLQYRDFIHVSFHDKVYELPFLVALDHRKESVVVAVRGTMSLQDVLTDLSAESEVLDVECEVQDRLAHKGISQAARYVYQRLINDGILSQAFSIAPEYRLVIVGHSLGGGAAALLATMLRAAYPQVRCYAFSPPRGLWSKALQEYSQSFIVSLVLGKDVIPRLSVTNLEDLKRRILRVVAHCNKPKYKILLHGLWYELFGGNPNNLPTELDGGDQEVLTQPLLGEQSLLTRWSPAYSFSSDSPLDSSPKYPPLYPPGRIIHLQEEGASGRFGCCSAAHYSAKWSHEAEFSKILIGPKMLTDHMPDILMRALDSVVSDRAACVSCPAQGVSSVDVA
V-ATPase pHluor = yeast V-ATPase proton transport regulation by pHLuorin | S. cerevisiae, pHLuorin cytosolic pH fluorescence | response, % at 10 µM | actives 0.37% (n = 350,000) | AID 504577; in the data active = response mostly above about 7.3%, no sharp cut-off; inactive = mostly below about 5.4%; also: actives read high; inactives centre near 0; some compounds called inactive have numbers as strong as hits; reference of the scale not given here
MOR-DOR inv ag = inverse agonist of human OPRM1-OPRD1 heterodimerization; cell-based MOR-DOR heterodimer luminescence, inverse agonism; actives 0.21% (n = 340,000); P35372+P41143; AID 504357; inhibition, % at 9.3 µM; in the data active = inhibition above about 22%, passing the limit was not always enough;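 also: 0% = cells with DMSO and 100% = wells without cells with DMSO; values of inactives mirror those of a sister screen read the other way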
OPRM1-OPRD1 ag = agonists of human mu-delta opioid receptor heterodimerization; P35372+P41143; cells, OPRM1-OPRD1 heterodimerization, luminescence; actives 0.3% (n = 340,000); activation, % at 9.3 µM; in the data active = activation above about 18%;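 also: 0% = vehicle-treated cells and 100% = reference agonist; values of inactives mirror those of a sister screen read the other way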
Arrestin-AP2 inh = blocks beta-arrestin peptide binding to AP2 adaptin | AID 504490 | FITC-arrestin peptide / GST-AP2 beads, flow cytometry; AP2 beta2 appendage carries R879A mutation | actives 0.31% (n = 340,000) | inhibition, % at 10 µM;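 active = inhibition above a set limit, near 3 SD of compounds lacking own fluorescence, cut at about 54% in these data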;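 also: plate controls were DMSO wells for no effect and 5 µM unlabelled arrestin peptide for full effect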
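Assay system: GST-AP2 R879A bound to glutathione beads, E. coli-expressed; Medium: PBS with 0.05% Tween 20 and 0.1% BSA; Also added: fluorescein-tagged arrestin peptide at 50 nM final; Timing: 12 min plus 1 h, RT; Measured by: flow cytometry, FL1 (488/535 nm); Evaluation: percent drop in bead-associated FITC signal.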
HTR5A inv ctr = inverse agonist of human HTR5A in OPRM1-OPRD1 counter-screen; inhibition, % at 9.3 µM; actives 0.083% (n = 340,000); AID 504634; HTR5A cell line, luminescence, inverse agonism; P47898; in the data active = inhibition mostly above about 23%, no sharp cut-off; inactive = mostly below about 18%;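 also: 0% = cells with DMSO and 100% = no-cell wells with DMSO; some compounds called inactive have numbers as strong as hits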
PKA-R1A act = activates the PKA-R1A holoenzyme complex; P00514+P68181; PKA-R1A dissociation, Cy5-IP20 fluorescence polarization; scaled: DMSO 0%, 113 µM cGMP 100%; activation, % at 11.4 µM; actives 0.083% (n = 340,000);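 active = percent activation above the mean of all tested compounds plus 3 SD, cut at about 19% in these data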;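 also: higher means more PKAc released from R1A so a rise in polarization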
* hit, by the source's call; / = not tested or not shown.

SMILES	DSG3 Ab inh	PKA-R2B act	HTR5A ag	DAGLB inhibitor	V-ATPase pHluor	MOR-DOR inv ag	OPRM1-OPRD1 ag	Arrestin-AP2 inh	HTR5A inv ctr	PKA-R1A act
CCCCCn1c(S(=O)(=O)O)nc2ccccc21	97	-9	3	3	-5	19	-3.9	4	2	1
Cc1ccc(-n2nc(C)c(NC(=O)COC(=O)c3ccccc3NCCO)c2C)cc1	106	-1	-5	-1	5	-3	0.4	-3	13	2
O=C(NCc1ccccc1)c1ccc(Cn2cc(C(F)(F)F)ccc2=O)cc1	105	1	3	1	-1	8	-1.6	-6	5	3
CCOc1c(/C=C(\C#N)C(N)=O)c2ccccc2n1CC	105	4	2	-1	0	0	0.1	1	-7	0
Cc1ccc2c(c1)NC(=O)C(CC(=O)NCCCN1CCN(c3cc(Cl)ccc3C)CC1)O2 (configuration not stated)	99	-3	4	-1	0	-10	2.0	2	-10	-5
CCOC(=O)C1(Cc2cccc(OC)c2)CCN(Cc2cccc(O)c2)CC1	105	-6	-1	1	-1	-2	0.3	-3	-16	-19
COC(C(=O)Nc1ccnn1C1CCN(Cc2ccc(C)o2)CC1)c1ccccc1 (configuration not stated)	104	9	4	-4	-1	-5	0.9	2	-26	4
CCC/C(=N/NC(=O)c1ccc2c(c1)OCO2)c1cccs1	102	-4	6	-1	-2	13	-2.4	-7	-7	-1
Cc1ccccc1N1CC(C(=O)N2CC(C)CC(C)C2)CC1=O (configuration not stated)	105	1	1	5	12	8	-1.6	46	-2	-4
O=C(O)C1=C[C@@H](c2csc3ccccc23)C[C@@H](OCCCCO)O1	100	4	-5	-3	-1	20	-3.5	3	2	-5
CCC1C(=O)NCCN1C(=O)c1ccc2nc(Cc3ccc(OC)cc3)oc2c1 (configuration not stated)	/	2	1	6	-3	-4	0.8	32	-10	2
CCOc1cc(C(=O)Nc2nnc(S(=O)(=O)N3CCOCC3)s2)cc(OCC)c1OCC	96	-14	5	1	-4	7	-1.3	10	-25	-7
Cc1nn(Cc2ccc(C(=O)Nc3ccc(C(=O)OC(C)C)cc3)o2)c(C)c1Cl	87	-3	2	-1	-3	-51	8.2	33	-5	-5
COc1cc(SC)ccc1C(=O)Nc1cccc(S(=O)(=O)NC2=NCCC2)c1	/	-5	2	-1	-3	10	-2.5	-2	-5	-13
Cc1cccc2cc(/C=C3\N=C(c4ccccc4)OC3=O)c(N3CCOCC3)nc12	91	4	5	3	-5	8	-1.4	67*	-12	-2
COc1cc(/C=N/NC(=O)CNc2n[nH]c(=O)[nH]c2=O)ccc1OCc1ccccc1	95	2	6	0	-2	13	-2.5	34	8	12
Cc1cccc(NS(=O)(=O)c2ccc(C3CCCCC3)cc2)c1	101	-2	4	-15	2	-35	6.8	-3	-15	1
O=C(Nc1ccc(N2CCOCC2)nc1)c1ccccc1Cl	/	-1	6	-1	1	15	-2.9	41	-17	-8
O=C(CSc1cn(Cc2cccc(F)c2)c2ccccc12)NCc1ccc(F)cc1	81	0	-1	-2	0	4	-0.7	-5	2	-8
O=C(NNC(=O)c1ccccc1[N+](=O)[O-])c1ccc(NS(=O)(=O)c2cccs2)cc1	103	0	-2	-1	-4	6	-1.2	36	14	-8
Oc1ccccc1OCC(O)c1ccccc1 (configuration not stated)	101	19*	-1	-2	3	5	-0.8	6	-3	-10
CNC(=S)Nc1ccc(C)cc1	99	0	-2	1	1	14	-2.5	-9	-22	-5
Cc1cccc(NCc2nc(SCC(N)=O)n[nH]2)c1	103	-3	-2	0	-2	12	-2.3	23	-1	3
CCN(CC)CCNC(=O)Cn1ncc2ccccc2c1=O	/	-4	3	-1	-4	8	-1.6	3	7	-1
O=C1c2ccccc2-c2cccc(C(=O)N3CCCCC3)c21	111	0	-1	-1	-2	2	-0.4	35	-26	-3
C[C@H](NC(=O)c1ccccc1)C(=O)N1CCC2(CC1)NCCc1[nH]cnc12	/	1	1	2	0	8	-1.5	3	7	2
Fc1ccc(NC(=S)NNc2ncc(C(F)(F)F)cc2Cl)c(F)c1	103	-2	-15	-2	2	56*	-9.9	-9	39*	4
CCc1nc(SCc2ccc(C(=O)OC)o2)c2c(=O)n(C)c(=O)n(C)c2n1	101	6	-2	-3	-3	-1	0.2	0	23	-7
CCCC(=O)N1CCN(c2ccc(NC(=O)c3sc4ccccc4c3Cl)cc2)CC1	114	5	3	4	-3	-22	3.9	2	-11	-13
N#Cc1c(N)n[nH]c1CCCN	124	-2	0	-3	-2	1	-0.1	1	-8	4
Cc1ccc(NC(=O)c2ccc3nc[nH]c3c2)c(O)c1	/	-6	-1	0	4	13	-2.9	13	30	4
c1ccc(Nc2nc3ccccc3o2)cc1	101	-11	1	-2	0	-11	1.9	-3	15	0
COc1ccc(N2CCN(S(=O)(=O)c3ccc4c(c3)NC(=O)CS4)CC2)cc1	97	14	0	3	-1	1	-0.1	18	13	0
CCC(CC)c1nnc(NC(=O)CSCC(=O)Nc2cc(C)on2)s1	93	-4	0	0	1	10	-1.5	0	14	0
Cc1c(Cl)cccc1NC(=O)C1NC(=O)CC1c1ccccc1 (configuration not stated)	105	5	-1	-3	0	5	-0.9	7	4	-5
O=C(NCc1ccon1)C1CCC(=O)N(Cc2cccc(C(F)(F)F)c2)C1 (configuration not stated)	/	9	-1	3	0	10	-2.0	-9	3	-15
Cc1csc(NC(=O)CSc2ncnc3ccccc23)n1	97	-4	-1	0	1	9	-1.8	-10	-9	-11
Cc1csc(NC(=O)c2cc(C)oc2C)n1	103	1	3	0	-1	13	-3.1	-11	-6	1
O=c1[nH]c(=O)n(CCCc2ccccc2)cc1-c1ccccc1	109	4	-1	-2	4	-4	0.9	3	5	-7
Cc1cc(C(=O)CCC(=O)N(C)CC(=O)Nc2ccccc2Br)c(C)s1	103	-7	0	0	-2	23	-4.8	26	1	-3
COc1ccccc1C(=O)N=C1NC(=O)CC2C(=O)NCCN12 (configuration not stated)	105	5	-5	-1	2	20	-4.0	40	-3	-2
CN1CCCC(OC(=O)c2ccccc2F)C1 (configuration not stated)	106	1	4	4	9.4*	2	-0.4	38	-13	-9
Cc1cccc(C(=O)O/N=C(\N)c2ccc(Cl)cc2)c1	95	-4	1	-7	3	-5	0.8	39	-2	-8
Cc1ccc(C2(C)NC(=O)N(CC(=O)N3CCN(S(=O)(=O)c4ccc(Cl)s4)CC3)C2=O)cc1 (configuration not stated)	107	-20	-3	1	2	-8	1.3	2	-8	-7
O=C(Nc1ccccc1C(=O)N1CCOCC1)c1cccc(S(=O)(=O)N2CCCC2)c1	103	2	-1	0	-7	8	-1.4	6	11	0
CCC(CC)NCc1ccc(OC)cc1OC	100	9	-4	2	-3	-6	1.1	-3	9	-5
COc1ccc(CCNC(=O)c2cc3c(=O)n4cccc(C)c4nc3n(CC3CCCO3)c2=N)cc1 (configuration not stated)	97	-2	-4	5	8	5	-1.0	13	9	6
Cc1ccc(NC(=O)c2noc3c2CCCCC3)cc1C	95	0	2	-3	-5	-67	12	29	-12	-2
Cc1ccc(-c2nnc(SCC(=O)N3CCCC3)o2)cc1	79	2	-3	0	2	8	-1.5	-3	7	-2
COc1ccc(NC(=O)Cn2nnc(-c3ccccc3NS(=O)(=O)c3ccc(OC)cc3)n2)cc1	84	-7	3	4	-1	16	-3.0	-6	6	-2
Cc1ccc(NC(=O)COC(=O)c2cccc3c(=O)c(C)c(-c4ccccc4)oc23)cc1	99	-28	0	-1	-1	-1	0.1	4	0	-15
CCN(Cc1ccccc1)C(=O)COC(=O)c1c(C)nsc1NC	99	3	0	-1	4	1	-0.2	16	0	-13
Cc1cccc(-c2cc3nc(C)c(C)c(NCCCn4ccnc4)n3n2)c1	107	-2	6	-1	2	11	-2.0	32	-18	-6
CCOC(=O)NC(c1ccc(C(C)C)cc1)C(Cl)(Cl)Cl (configuration not stated)	101	-6	-2	2	-1	23	-3.8	-8	5	-2
COc1ccc(-c2nn(-c3ccccc3)cc2/C=C2/SC(=S)N(Cc3ccco3)C2=O)c(C)c1	87*	4	8	-2	0	9	-1.8	47	-20	-2
COc1cc(OC)c(C2C(C(=O)N3CCOCC3)=C(C)NC3=C2C(=O)CC(C)(C)C3)cc1OC (configuration not stated)	/	1	-2	1	-4	14	-2.7	3	-10	0
COc1ccc(Cl)cc1Nc1nc(N)nc(C(F)(F)F)n1	105	-2	-1	-5	0	-15	2.8	-12	-28	-5
O=C(O)c1ccc(S(=O)(=O)/N=C2\C=C(Nc3ccccc3F)C(=O)c3ccccc32)cc1	107	-4	14	7	4	-37	6.9	-3	-36	-9
Cc1cc([N+](=O)[O-])nn1CC(=O)NCc1ccc(Cl)cc1	120	3	1	0	-2	7	-1.4	31	-4	4
CC(NC(=O)c1ccco1)C(=O)Nc1nccs1 (configuration not stated)	94	6	-6	0	1	7	-1.4	-6	24	-6

In the list so far, these have a nitro group on carbon:
SMILES	DSG3 Ab inh	PKA-R2B act	HTR5A ag	DAGLB inhibitor	V-ATPase pHluor	MOR-DOR inv ag	OPRM1-OPRD1 ag	Arrestin-AP2 inh	HTR5A inv ctr	PKA-R1A act
O=C(NNC(=O)c1ccccc1[N+](=O)[O-])c1ccc(NS(=O)(=O)c2cccs2)cc1	103	0	-2	-1	-4	6	-1.2	36	14	-8
Cc1cc([N+](=O)[O-])nn1CC(=O)NCc1ccc(Cl)cc1	120	3	1	0	-2	7	-1.4	31	-4	4

(cont.)
SMILES	DSG3 Ab inh	PKA-R2B act	HTR5A ag	DAGLB inhibitor	V-ATPase pHluor	MOR-DOR inv ag	OPRM1-OPRD1 ag	Arrestin-AP2 inh	HTR5A inv ctr	PKA-R1A act
COc1ccc(-c2cc(C3CC3)nc(N)c2C#N)cc1	115	2	-1	-4	-1	18	-3.9	14	4	-15
O=C(Nc1ccc2ccccc2c1)c1ccc(NS(=O)(=O)c2ccc(Br)s2)cc1	98	1	-2	6	0	-29	4.8	1	5	-3
COc1ccc(C(F)(F)F)cc1N/C=C\c1nnnn1-c1ccccc1	/	0	10	-5	-2	-1	0.2	27	-16	-10
N#Cc1ccc(/C=C/C(=O)c2ccc3c(c2)OCO3)cc1	93	0	-3	3	-3	9	-1.8	21	-15	10
CCn1c(CC(=O)Nc2ccccc2F)nnc1SCC(=O)Nc1nnc(C)s1	125	7	2	-2	11	-14	1.7	-9	-6	0
O=C(c1cc(-c2ccc(O)cc2)on1)N1CCc2ccccc2C1	107	-2	3	-5	-3	-8	1.7	0	-9	-1
C=C1CCN([C@@H](CC(C)C)C(=O)O)S(=O)(=O)c2ccccc21	101	-7	5	-1	-2	9	-1.7	-6	16	-7
Cc1c(Cl)cccc1NC(=O)CCCN1C(=O)c2cccnc2C1=O	/	1	-2	5	-3	-5	1.1	-12	7	-8

Rows were taken by chance; overall some 2.4% were active at least once.
